Screening results (PubChem BioAssay)
Furin inh: inhibitors of human furin. P09958. purified furin, fluorogenic substrate cleavage. AID 463115. inhibition, % at 30 µM. 220,000 compounds, 0.061% hits; in the data active means inhibition above about 25%; further: inactives centre near -15
p97 inhibitor: human p97 ATPase inhibition | recombinant p97 ATPase, Kinase-Glo ATP luminescence, 3 h | P55072 | 220,000 compounds, 0.42% hits | AID 1481 | inhibition, % at 8 µM; in the data active means inhibition above about 15%;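 further: 0% = DMSO vehicle and 100% = wells lacking enzyme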
Ba/F3 V617F tox: reduce viability of Ba/F3 cells dependent on JAK2V617F | inhibition, % at 5.6 µM | 220,000 compounds, 1.1% hits | Ba/F3 EpoR-JAK2V617F viability, ATP luminescence | AID 1446;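 active means inhibition above the campaign mean plus 3 SD over all tested compounds, cut at about 24% in these data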;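 further: cytokine-independent growth of Ba/F3 cells driven by EpoR plus mutant JAK2; 0% = DMSO-treated cells and 100% = JAK inhibitor I control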
RBBP9 inh: human RBBP9 hydrolase inhibition | recombinant RBBP9, FP-Rh probe fluorescence polarization | AID 1515 | O75884 | inhibition, % at 7.94 µM | 220,000 compounds, 0.2% hits;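 active means inhibition above the campaign mean of all tested compounds plus 3 SD, cut at about 14% in these data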;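 further: plate controls were DMSO wells with RBBP9 for no effect and wells lacking RBBP9 protein for full effect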
Target sequence (O75884 whole entry, looked up): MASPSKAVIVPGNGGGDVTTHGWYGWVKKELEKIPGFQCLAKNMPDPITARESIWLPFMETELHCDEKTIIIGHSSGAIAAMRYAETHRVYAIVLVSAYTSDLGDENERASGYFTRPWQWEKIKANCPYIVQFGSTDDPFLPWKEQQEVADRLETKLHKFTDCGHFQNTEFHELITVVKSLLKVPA
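Controls: DMSO-treated enzyme wells and wells lacking RBBP9 | Material: RBBP9 protein | Technique: Fluorescence polarization | Replication: Single well per compound, no replicates | Buffer or medium: Tris-NaCl-Pluronic buffer, pH 8.0 | Timing: 30 min compound preincubation, 45 min probe labeling, 25 °C | Read-out basis: Percent inhibition from mP, scaled between DMSO and no-protein wells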
PPC-1+TRAIL kill: PPC-1 cancer cell killing with TRAIL present; PPC-1 cells + TRAIL, ATPLite viability luminescence; cell killing (% activity), % at 4 µM; 220,000 compounds, 0.41% hits; AID 1443;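 active means cell killing above 50% in the first pass at 4 µM, then a duplicate retest at 5 µM averaging 50% or more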;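 further: plate controls were cells with TRAIL plus DMSO for no effect and medium-only wells lacking cells for full effect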
BaF3 parental: parental Ba/F3 viability inhibition as JAK2V617F counter-screen. inhibition, % at 5.6 µM. AID 1486. 220,000 compounds, 1.1% hits. CellTiter-Glo ATP luminescence;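 active means inhibition above a per-campaign cutoff, the mean inhibition of all tested compounds plus 3 SD, cut at about 27% in these data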;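 further: 0% = DMSO wells and 100% = JAK Inhibitor I control wells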
EP2 antag: blocks the human prostaglandin E2 receptor EP2 | P43116 | C6 glioma cells expressing human EP2, cAMP TR-FRET; cells stimulated with saturating PGE2 | inhibition, % at 25 µM | 260,000 compounds, 0.52% hits | AID 1422;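 active means percent inhibition above 40 after rounding to a whole number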;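 further: rat C6 glioma host cells with rolipram phosphodiesterase inhibitor present; the protocol text gives 20 µM as final concentration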
Target sequence (P43116 whole entry, looked up): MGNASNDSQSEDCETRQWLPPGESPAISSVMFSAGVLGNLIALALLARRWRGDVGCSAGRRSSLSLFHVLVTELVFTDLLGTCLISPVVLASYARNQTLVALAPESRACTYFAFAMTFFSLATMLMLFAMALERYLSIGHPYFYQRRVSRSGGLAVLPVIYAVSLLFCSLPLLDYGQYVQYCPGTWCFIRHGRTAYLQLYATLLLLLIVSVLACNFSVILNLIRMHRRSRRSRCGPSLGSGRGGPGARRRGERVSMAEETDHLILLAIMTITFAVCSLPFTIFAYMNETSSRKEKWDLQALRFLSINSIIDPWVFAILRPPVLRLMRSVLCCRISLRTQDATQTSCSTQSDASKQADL
Tb hexokinase: blocks Trypanosoma brucei hexokinase 1 activity | recombinant TbHK1, G6PDH-coupled NADH A340 | inhibition, % at 10 µM | 220,000 compounds, 0.11% hits;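 active means inhibition of 50% or more in the single-dose primary screen; inactive means inhibition below 50%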
p47phox inh: blocks human p47phox regulatory protein of NADPH oxidases; AID 1274; P14598; p47phox/p22phox peptide binding, fluorescence polarization, 2 h; 220,000 compounds, 0.53% hits; inhibition, % at 24.7 µM;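 active means inhibition above about 30%, limit read from the data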;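 further: 0% = p47phox with labelled peptide and 100% = labelled peptide alone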
Target sequence (P14598 whole entry, looked up): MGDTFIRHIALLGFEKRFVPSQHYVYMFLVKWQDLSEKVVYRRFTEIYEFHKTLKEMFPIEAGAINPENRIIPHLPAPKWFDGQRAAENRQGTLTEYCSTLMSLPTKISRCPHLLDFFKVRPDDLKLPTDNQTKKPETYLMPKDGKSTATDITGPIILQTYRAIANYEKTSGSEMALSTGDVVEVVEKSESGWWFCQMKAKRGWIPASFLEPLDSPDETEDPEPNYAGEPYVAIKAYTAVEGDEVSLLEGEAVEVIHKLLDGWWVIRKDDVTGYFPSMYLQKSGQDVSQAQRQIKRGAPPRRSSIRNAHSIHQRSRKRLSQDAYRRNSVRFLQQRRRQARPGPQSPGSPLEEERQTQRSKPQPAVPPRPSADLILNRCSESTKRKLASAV
The depositor's hits bear a star; x = not tested or not shown; & = joins results of further samples; [ ] = another dose, or the depositor's remark.

SMILES	Furin inh	p97 inhibitor	Ba/F3 V617F tox	RBBP9 inh	PPC-1+TRAIL kill	BaF3 parental	EP2 antag	Tb hexokinase	p47phox inh
CCCCCn1c(=O)c2ccccc2n2c(CCl)nnc12	-14	3	1	-6	16	7	5	0	-9
O=C(NCc1cccnc1)c1ccc(COc2ccc3c(c2)CCC3)o1	-24[20 µM]	-4	-1	-4	16	5	7	-9	-3
COc1cc(CN2CCSCC2)cc(OC)c1OC	-18	5	0	-1	-10	6	12	1	7
Cn1c(CNS(=O)(=O)c2ccc(Cl)cc2)n[nH]c1=S	-24[20 µM]	3	-2	-7	25	4	5	7	-3
O=c1c2ccccc2nc(-c2cccc(Cl)c2)n1O	11[20 µM]	11	-2	-4	25	2	8	-2	-10
O=[N+]([O-])c1cccc(/C=C/c2nc[nH]c2[N+](=O)[O-])c1	-21	4	0	-8	-7	-4	-3	-9	-2
CC(C)(C)C1CCc2onc(C(=O)Nc3ccc(F)cc3F)c2C1 (stereo unspecified)	6	3	-3	-1	-9	4	10	-8	-8
CCOc1ccccc1/C=C(/C#N)C(N)=O	1	0	4	-7	12	-3	10	-27	-3
CNCc1c(OCc2ccccc2F)ccc2ccccc12	-7	0	12	-3	15	7	5	13	-7
Cc1cccc(NC(=O)CSc2nc3ccccc3o2)c1	-14[20 µM]	-2	3	2	19	0	7	2	7
O=C(c1cc2ccccc2o1)c1nc2c(n1O)CCCCC2	-9[20 µM]	1	-3	-9	14	-1	11	-16	-11
CCOCCCNC(=S)Nc1cc(C)cc(C)c1	-15	-7	1	-4	34	4	5	-6	-11
O=C(CSc1nnc2scc(-c3ccccc3)n12)N1CCN(Cc2ccccc2)CC1	-29[20 µM]	0	0	-6	-6	4	4	-2	1
COC(=O)C(Cc1ccccc1)NC(=O)C(CC(C)C)NC(=O)OC(C)(C)C (stereo unspecified)	-6	-4	3	0	-5	7	12	0	-1
COc1ccc(CC(=O)Nc2ccc(-c3nc4cc(C)ccc4o3)c(O)c2)cc1OC	-56	3	0	-8	22	3	x	-53	-3
Cc1c(O)c(CN2CCCCC2)cc2c1oc(=O)c1ccccc12	-8	6	-3	0	12	1	23	-10	-13
Nc1ncnc2nc(Sc3ccc(Cl)cc3)[nH]c12	-21[20 µM]	5	-3	3	-24	3	15	4	-6
Cc1cc(C)n(C(=O)CNC(=O)c2cccs2)n1	-13	1	3	-5	10	9	12	4	-7
CCOc1ccc(Cc2n[nH]c(=S)n2Cc2ccccc2)cc1	-8	-1	1	-3	10	2	3	4	-11
COc1cc(NC(=O)c2ccnc(N)c2)cc(C(=O)Nc2cccc(C(F)(F)F)c2)c1	-31	x	x	x	10	x	16	-20	-9
Cc1cccc(NC(=O)NNC(=O)c2c(Cl)c(C)nn2C)c1	-26	4	-2	-6	24	2	10	-1	-5
O=C(COc1ccc(CO)cc1Cl)Nc1ccc(F)cc1	-9[20 µM]	2	-4	8	45[5 µM]	0	5	-7	-10
O=C(Cc1ccccc1)Nc1ccc(NC(=O)c2cccc(Cl)c2)cc1	-27	-1	1	-4	2	4	12	1	-1
Cc1cc(C)cc(NC(=S)N(CCN(C)C)C(C)c2cccnc2)c1 (stereo unspecified)	-22	5	-2	-4	-18	1	5	3	-7
COc1ccc(C(=O)O)cc1S(=O)(=O)Nc1cccc(C(F)(F)F)c1	-15	1	1	-3	-4	8	13	-11	-6

Part of the list above in order of molar mass, highest first.
SMILES	Furin inh	p97 inhibitor	Ba/F3 V617F tox	RBBP9 inh	PPC-1+TRAIL kill	BaF3 parental	EP2 antag	Tb hexokinase	p47phox inh
COc1ccc(CC(=O)Nc2ccc(-c3nc4cc(C)ccc4o3)c(O)c2)cc1OC	-56	3	0	-8	22	3	x	-53	-3
COc1ccc(C(=O)O)cc1S(=O)(=O)Nc1cccc(C(F)(F)F)c1	-15	1	1	-3	-4	8	13	-11	-6
O=C(Cc1ccccc1)Nc1ccc(NC(=O)c2cccc(Cl)c2)cc1	-27	-1	1	-4	2	4	12	1	-1
Cc1cc(C)cc(NC(=S)N(CCN(C)C)C(C)c2cccnc2)c1 (stereo unspecified)	-22	5	-2	-4	-18	1	5	3	-7
O=C(NCc1cccnc1)c1ccc(COc2ccc3c(c2)CCC3)o1	-24[20 µM]	-4	-1	-4	16	5	7	-9	-3
CC(C)(C)C1CCc2onc(C(=O)Nc3ccc(F)cc3F)c2C1 (stereo unspecified)	6	3	-3	-1	-9	4	10	-8	-8
Cc1c(O)c(CN2CCCCC2)cc2c1oc(=O)c1ccccc12	-8	6	-3	0	12	1	23	-10	-13
Cc1cccc(NC(=O)NNC(=O)c2c(Cl)c(C)nn2C)c1	-26	4	-2	-6	24	2	10	-1	-5
Cn1c(CNS(=O)(=O)c2ccc(Cl)cc2)n[nH]c1=S	-24[20 µM]	3	-2	-7	25	4	5	7	-3
O=C(c1cc2ccccc2o1)c1nc2c(n1O)CCCCC2	-9[20 µM]	1	-3	-9	14	-1	11	-16	-11
COc1cc(CN2CCSCC2)cc(OC)c1OC	-18	5	0	-1	-10	6	12	1	7
Nc1ncnc2nc(Sc3ccc(Cl)cc3)[nH]c12	-21[20 µM]	5	-3	3	-24	3	15	4	-6
O=c1c2ccccc2nc(-c2cccc(Cl)c2)n1O	11[20 µM]	11	-2	-4	25	2	8	-2	-10
Cc1cc(C)n(C(=O)CNC(=O)c2cccs2)n1	-13	1	3	-5	10	9	12	4	-7
O=[N+]([O-])c1cccc(/C=C/c2nc[nH]c2[N+](=O)[O-])c1	-21	4	0	-8	-7	-4	-3	-9	-2
CCOc1ccccc1/C=C(/C#N)C(N)=O	1	0	4	-7	12	-3	10	-27	-3

Remaining list, next part:
SMILES	Furin inh	p97 inhibitor	Ba/F3 V617F tox	RBBP9 inh	PPC-1+TRAIL kill	BaF3 parental	EP2 antag	Tb hexokinase	p47phox inh
Cc1cc(OCC(=O)c2ccc(F)cc2)ccc1N1C(=O)CCC1=O	-12[20 µM]	4	-5	-5	16	-2	11	3	-4
Cc1ccc2nnnc(-c3ccccc3)c2c1	-10	-5	3	-7	32	7	2	-1	-6
COc1ccc(C)cc1N(C(=O)c1ccc(F)cc1)c1nc2ccccc2s1	-18	-6	5	-7	19	9	1	-7	-39
CCOc1cnc(-c2ccc(OC)cc2)o1	-21	0	-1	-10	-2	3	7	-2	-12
Cc1cc(C)c2nc(SCc3ccc([N+](=O)[O-])cc3)nc(C)c2c1	-16	3	-1	-4	7	9	8	-6	-44
COc1ccccc1N1CCSC1C(N)=O (stereo unspecified)	-14	9	-3	-7	-11	1	14	8	-5
C=CCn1c(COc2ccc(Cl)cc2)nnc1SCC(=O)N1CC(=O)Nc2ccccc21	-23[20 µM]	8	-2	-7	3	2	2	-4	-6
CCOC(=O)C(=NC1CCS(=O)(=O)C1)NNc1ccc(Br)cc1 (stereo unspecified)	-26	3	-2	-6	-11	8	8	-17	-5
COc1ccc(CCNC(=O)/C(C#N)=C2\N=C(NC(=O)c3cccs3)c3ccccc32)cc1	6	-1	0	-1	22	9	11	-8	-33
Cc1ccc(C)c(C(=O)CCC(=O)NCc2ccc(Cl)cc2)c1	-25	-2	-3	-5	-2	2	9	4	-17
Cc1nn(-c2ccccc2)c2sc(C(=O)NNC(=O)COc3ccccc3)cc12	-11[20 µM]	1	4	-4	43	4	1	-2	10
O=C(N/N=C/c1cn(-c2cccs2)nc1-c1ccccc1)c1ccc(O)cc1	-19	4	-3	-48	11	-1	42*	-6	-29
COCCCN1CN(Cc2ccco2)CNC1=S	-16	-5	3	-16	11	1	11	-3	5
Cc1cc(C)nc(-n2ncc3c2CC(c2ccccc2C)CC3=O)n1 (stereo unspecified)	-18	-1	-2	1	24	1	6	-3	2
Cc1ccc(CCCOC(=O)CN2CCCCC2)cc1	-2	-2	4	-2	12	2	6	11	-26
CCC1(C(=O)OC)NC(c2ccccc2OC)C2C(=O)N(C)C(=O)C21 (stereo unspecified)	-30	4	0	-4	-11	5	11	6	-9
CN(CCc1ccccn1)C(=O)Nc1ccc(Cl)cc1	5[20 µM]	-3	4	-7	5	2	7	4	-8
COc1ccc(N2CCN(CC(=O)Nc3ccccc3SC)CC2)cc1	-5	-9	5	-8	20	2	5	5	1
Cc1ccc(/C=N/NC(=O)c2cc(C3CC3)nc3ccccc23)o1	-8	-1	0	0	8	2	13	-13	-14
CCCC(O)(CCC)C(=O)NN(C(=O)CCl)c1cccc(C)c1	-9	-3	4	-4	8	6	5	37	-7
N#C/C(=C/c1cn[nH]c1-c1ccc(Br)cc1)C(=O)O	-7	4	-1	-5	x	0	7	-10	-3
O=C(NNC(=S)NC(=O)c1ccccc1[N+](=O)[O-])c1ccc(Cl)cc1Cl	-14	5	-4	-4	6	3	6	-4	-12
Cc1cccc(C(=O)N/N=C/c2ccccn2)c1	-13	5	-5	-2	41	2	4	29	10
O=C(c1cccc(NS(=O)(=O)c2cccc([N+](=O)[O-])c2)c1)N1CCOCC1	-17	2	1	-3	20	8	4	-2	-6
CN(C)c1nc(-c2ccccc2)cc(C(F)(F)F)c1C#N	-1	-7	3	-2	-9	5	-1	3	-2
(further entries)
SMILES	Furin inh	p97 inhibitor	Ba/F3 V617F tox	RBBP9 inh	PPC-1+TRAIL kill	BaF3 parental	EP2 antag	Tb hexokinase	p47phox inh
O=C(NCCCCCCNC(=O)c1ccc(Br)s1)c1ccc(Br)s1	-11[20 µM]	2	37*	3	2	-1	7	1	-15
CC(C)C(NS(=O)(=O)c1cccs1)C(=O)Nc1nc(C(C)(C)C)cs1 (stereo unspecified)	-15[20 µM]	-4	1	-4	18	-1	9	-1	-11
C=CCn1c(SCc2ccc(F)cc2)nc2c1c(=O)[nH]c(=O)n2C	0	-8	1	-1	15	8	10	3	-5
CCOc1ccccc1Nc1nc(-c2sc(C)nc2C)cs1	-17	-6	4	-4	0	11	7	6	-8
NS(=O)(=O)c1ccc(NC(=S)NC(=O)c2ccc(Br)o2)cc1	-20	0	2	0	-2	10	8	0	-21
CCC(C)(C)n1nnnc1C(c1ccc2ncccc2c1)N1CCN(c2nc3ccccc3s2)CC1 (stereo unspecified)	-12[20 µM]	5	0	-3	0	8	20&16	-8	-10
Cc1cnc(C)c(N2CCN(Cc3nc(-c4ccc(C)o4)oc3C)CC2)n1	-10	-3	-2	0	8	1	12	-10	-9
COC(=O)C1=C(C)NC(C)=C(C(=O)OC)C1c1ccco1	-7	-3	-3	-8	6	-3	11	-15	-1
COCCN(C(=O)CCl)C(C(=O)NC1CCCCC1)c1ccccc1C (stereo unspecified)	-4	-3	1	-7	-20	9	8	15	-5
CC(CCc1ccccc1)NC(=O)CN(C)Cc1ccccc1F (stereo unspecified)	-20	-2	-6	-6	4	-2	3	5	-3
S=c1[nH]c(-c2ccccc2)cn1/N=C/c1ccc(Br)cc1	-16	0	0	-9	1	1	3	-4	2
COc1ccc(C(=O)c2coc3ccc(O)c(CN4CCCC4)c23)cc1	-25	5	-2	9	10	4	13	5	-4
O=C(NCCc1ccccc1)Oc1ccc(Cl)cc1	-8	-2	-1	-7	-3	0	11	-1	-17
COC(=O)c1cccc(NC(=O)Cn2nnc3ccccc32)c1	-7	-3	0	-9	13	0	2	-6	-2
CCCC(C(=O)NC1CCCCC1)N(CC1CCCO1)C(=O)CNS(=O)(=O)c1ccc(F)cc1 (stereo unspecified)	-11	-7	4	-8	2	1	7	-2	-8

Some of the compounds tested (hit frequency here may not be typical).
